Bioassay records as filed in PubChem.
BoNT-F LC inh = blocks Botulinum neurotoxin F light chain protease; AID 588497; Multiplex microsphere protease cleavage assay, flow cytometry; inhibition, % at 10 µM; 360,000 tested, 0.22% active; in the data active = inhibition above about 35%, passing the limit was not always enough; inconclusive = no clear call, values can overlap the other calls; note: plate controls were buffer without enzyme for full effect and enzyme alone for no effect
Mtb FBA inh = inhibits M. tuberculosis FBA enzyme; P9WQA3; 360,000 tested, 2.3% active; inhibition, % at 1 µM; purified M. tuberculosis FBA, fluorescence read-out; in the data active = inhibition above about 27%;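 note: 0% = vehicle and 100% = reference inhibitor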
Target sequence (P9WQA3 whole entry, looked up): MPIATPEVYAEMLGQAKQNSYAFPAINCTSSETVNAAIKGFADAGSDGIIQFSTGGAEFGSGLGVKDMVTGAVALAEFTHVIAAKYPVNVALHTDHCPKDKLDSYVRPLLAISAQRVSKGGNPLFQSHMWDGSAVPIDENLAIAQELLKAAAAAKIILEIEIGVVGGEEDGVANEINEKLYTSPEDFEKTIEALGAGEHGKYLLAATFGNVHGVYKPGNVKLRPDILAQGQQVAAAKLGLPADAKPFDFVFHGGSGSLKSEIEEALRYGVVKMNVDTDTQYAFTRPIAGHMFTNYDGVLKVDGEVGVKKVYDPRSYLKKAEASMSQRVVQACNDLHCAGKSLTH
PrPC TRFRET = reduces human prion protein on the cell surface; cell surface PrPC, TR-FRET read-out; inhibition, % at 13.8 µM; 370,000 tested, 0.43% active; in the data active = inhibition above about 24%; note: 0% = median of the test wells and 100% = reference compound wells
CCHF vOTU inh = blocks the CCHF virus ovarian tumor domain protease | CCHFV vOTU protease, Pep-AMC fluorescence | inhibition, % at 11.5 µM | 370,000 tested, 0.55% active | AID 651958; note: 0% = vehicle wells with enzyme and 100% = no enzyme wells
GDH-TPI inh = inhibits GDH-TPI coupling enzymes, artifact for Mtb FBA screen; GDH-TPI coupled enzyme counterscreen, NADH absorbance; AID 588335; inhibition, % at 4.8 µM; 360,000 tested, 1.2% active;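 note: 0% = DMSO wells and 100% = wells lacking the enzyme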
BoNT A protease = blocks Botulinum neurotoxin A light chain protease | multiplex microsphere protease substrate cleavage, flow cytometry | inhibition, % at 10 µM | 360,000 tested, 0.17% active | AID 588499; in the data active = inhibition above about 30%; inconclusive = no clear call, values can overlap the other calls; note: plate controls were buffer without enzyme for full effect and enzyme alone for no effect
UGM FP inh = Mtb UDP-galactopyranose mutase inhibition. P9WIQ1. purified UGM, fluorescence polarization probe displacement. inhibition, % at 10 µM. 320,000 tested, 0.06% active. AID 504406; in the data active = inhibition above about 10%, passing the limit was not always enough; inconclusive = no clear call, values can overlap the other calls
Target sequence (P9WIQ1 whole entry, looked up): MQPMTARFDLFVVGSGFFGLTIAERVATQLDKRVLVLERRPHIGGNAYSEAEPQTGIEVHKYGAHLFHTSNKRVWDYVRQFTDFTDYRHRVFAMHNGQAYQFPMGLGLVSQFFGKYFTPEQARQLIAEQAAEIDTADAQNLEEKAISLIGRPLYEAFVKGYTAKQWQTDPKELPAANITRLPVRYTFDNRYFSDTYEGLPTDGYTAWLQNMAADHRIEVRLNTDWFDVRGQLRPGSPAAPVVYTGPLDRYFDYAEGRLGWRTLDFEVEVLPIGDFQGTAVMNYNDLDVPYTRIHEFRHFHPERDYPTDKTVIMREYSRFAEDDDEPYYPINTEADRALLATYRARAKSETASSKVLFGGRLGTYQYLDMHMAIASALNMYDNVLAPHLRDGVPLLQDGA
FadD28 binding = M. tuberculosis FadD28 bisubstrate binding inhibition; inhibition, % at 12.5 µM; 360,000 tested, 0.22% active; FadD28 bisubstrate probe binding, fluorescence polarization; in the data active = inhibition above about 8.5%, passing the limit was not always enough; inconclusive = no clear call, values can overlap the other calls
BioA inh = BioA (M. tuberculosis) enzyme inhibition | purified M. tuberculosis BioA enzyme, plate reader | inhibition, % at 9.99 µM | 360,000 tested, 0.096% active | AID 602481; in the data active = inhibition above about 40%; inconclusive = no clear call, values can overlap the other calls
Active calls of the source: *; ? = inconclusive; · = no result given; & = joins results of further samples. Cut-off read from the data, not from the text of the source, unless noted: active = inhibition above about 30%; inactive = the rest.

Start of the listing, in advance:
SMILES	BoNT-F LC inh	Mtb FBA inh	PrPC TRFRET	CCHF vOTU inh	GDH-TPI inh	BoNT A protease	UGM FP inh	FadD28 binding	BioA inh
O=C(Cc1n[nH]c(=O)c2ccccc12)NCc1ccc(Cl)cc1	-4	8	0	-8	-3	-0.1	-0.1	-0.9	-0.3
CCOc1ccc(NC(=O)CC2S/C(=N/N=C3CCCCCC3)NC2=O)cc1 (stereo not drawn)	-1	2	-3	-1	5	-2.7	-1.6	0.7	1.1
CCCC1=C/C(=C/c2ccc(-c3ccccc3OC)o2)C(=O)O1	-2	16	-1	-71	7	2.7	1.5	-1.6	-0.1

Main list, from the first entry:
SMILES	BoNT-F LC inh	Mtb FBA inh	PrPC TRFRET	CCHF vOTU inh	GDH-TPI inh	BoNT A protease	UGM FP inh	FadD28 binding	BioA inh
O=C(Cc1n[nH]c(=O)c2ccccc12)NCc1ccc(Cl)cc1	-4	8	0	-8	-3	-0.1	-0.1	-0.9	-0.3
CCOc1ccc(NC(=O)CC2S/C(=N/N=C3CCCCCC3)NC2=O)cc1 (stereo not drawn)	-1	2	-3	-1	5	-2.7	-1.6	0.7	1.1
CCCC1=C/C(=C/c2ccc(-c3ccccc3OC)o2)C(=O)O1	-2	16	-1	-71	7	2.7	1.5	-1.6	-0.1
COc1ccc(NC(=O)Cn2nnc(-c3ccccc3NS(=O)(=O)c3ccccc3)n2)cc1	-9	-1	·	·	-3	-2.3	2.7	0.6	5.4
Cc1ccc(NC(=O)C2CCN(S(C)(=O)=O)CC2)c(C)c1	?	1	6	-5	8	?	-0.2	-1.0	-1.3
CCN1CCN(CC(O)COCc2ccccc2)CC1 (stereo not drawn)	4	0	-3	-2	6	0.6	-1.2	1.1	0.5
O=C(CN1CCCC1)Nc1ccccc1Sc1ccc(Cl)cc1	-3	1	5	14	5	-0.1	-2.3	-3.8	·
CCOC(=O)C1=C(C)OC(N)=C(C#N)C1c1cc2c(cc1Br)OCO2 (stereo not drawn)	-13	0	3	-9	8	-0.4	0.8	-1.9	0.3
COc1cc(NC2c3ccccc3C(=O)N2Cc2ccccc2Cl)cc(OC)c1OC (stereo not drawn)	-16	-3	2	0	0	0.0	-1.2	-4.6	0.7
CCC1Oc2ccccc2N(CC(=O)NCc2cccs2)C1=O (stereo not drawn)	-2	1	1	0	-6	-0.1	0.1	1.0	·
CC(=O)Nc1sc2c(c1CN1CCN(c3ccccn3)CC1)CCCC2	2	-1	5	8	-4	2.0	-0.9	0.7	-0.8
COCCNc1nc2cc(-c3ccccc3OC)sc2c(=O)n1C	-2	6	-7	4	30	0.2	·	-8.8	-1.2
CS/C(=N\S(=O)(=O)c1ccc(N)cc1)NS(=O)(=O)c1cccs1	0	-1	·	·	7	0.6	-1.8	30*	3.6
CN(C)CCCN(C(=O)c1sc2ccccc2c1Cl)c1nc2ccc(F)cc2s1	-2	1	12	8	7	-0.3	-0.9	-3.1	-0.9
O=C(CSc1nc(-c2cccs2)cc(C(F)(F)F)n1)NCCCN1CCOCC1	-9	0	-6	15	10	0.3	-2.9	-0.5	·
CC(=O)Nc1ccc(S(=O)(=O)NN=c2sc3ccccc3n2C)cc1N	-7	3	3	8	5	-0.4	·	-0.1	0.4
O=C(O)C(NS(=O)(=O)c1cccc2nsnc12)c1ccccc1 (stereo not drawn)	-3	-4	-5	7	14	0.6	-2.0	-0.8	-2.8
COc1ccc(NC(=O)Nc2cccs2)cn1	-3	0	8	13	6	-1.0	-4.3	0.8	-2.6
Cn1c(Cn2c(=O)sc3ccccc32)nnc1SCC(=O)Nc1ccc2c(c1)OCO2	-4	1	10	11	-2	0.6	0.3	1.2	-0.1
CN(Cc1ccccc1)C(=O)c1ccc(NC(=O)C2CCN(C(=O)OC(C)(C)C)CC2)cc1	4	-1	9	11	-4	-0.2	4.5	-2.6	0.2
Cc1ccccc1OCC(=O)N(Cc1nnc(-c2ccc(Cl)cc2)o1)C(C)C	11	1	0	3	10	1.5	0.8	-3.0	3.0
O=C(O)CSc1nc(SCc2ccccc2Cl)nc2c1CCCC2	-2	-4	3	0	14	0.2	0.3	-3.1	·
Cc1nc2ccccc2n1CC(O)Cn1c(C(F)(F)F)nc2ccccc21 (stereo not drawn)	-16	6	4	12	2	-0.1	0.4	-0.3	-1.9
COc1ccc(N2CC2c2ccncc2)cc1 (stereo not drawn)	-5	2	-1	7	3	-0.3	0.1	-0.3	·
CC(OC(=O)C1=COCCO1)C(=O)Nc1ccc(Cl)cn1 (stereo not drawn)	12	6	0	0	7	3.7	1.8	0.4	0.3
Cc1ccc(S(=O)(=O)N(C)c2ccc(OCC(=O)N3CCCCC3)cc2)cc1	6	6	5	3	-1	0.7	-2.2	-19	-1.5
Cn1c(CC(=O)NNC(=O)c2cccnc2)nc2ccccc21	-12	0	3	-5	10	-0.2	2.8	-1.5	-0.7
COc1ccc(/C=C/C(=O)Oc2ccc(C)cc2)cc1	25	-1	-5	14	1	0.8	0.6	0.0	0.1
COc1cccc(C2CN(c3ccc(F)cc3F)N=C2c2cccs2)c1OC (stereo not drawn)	-4	86*	7	-47	5	2.5	-1.2	-4.9	-0.7
O=C(O)c1cccc(S(=O)(=O)Nc2ccccc2C(=O)NCCc2ccccc2)c1	-2	3	6	4	2	-2.5	4.0	-2.3	-1.9
Cc1ccc(CNC(=O)COC(=O)c2cnc(C)cn2)cc1	-5	4	0	9	5	1.1	0.3	-2.4	·
Cn1ncc(Cl)c1C(=O)N1CCN(C(=O)c2ccco2)CC1	-2	1	3	0	0	0.2	·	-1.9	·
COc1cccc(C(NC(C)=O)c2nc(-c3ccccc3)cs2)c1 (stereo not drawn)	0	-4	6	-5	-12	-0.2	·	-5.1	-0.3
Cc1sc(NC(=O)C2C3CCC(O3)C2C(=O)O)c(C(=O)OC(C)C)c1-c1ccc(Cl)cc1 (stereo not drawn)	2	3	8	8	8	-0.3	2.9	-4.5	3.9
COc1cccc(C(=O)NCCOc2cc(C)cc(C)c2)c1	-4	-2	-4	5	-9	-0.9	0.3	3.1	0.5
Cc1ccc(SCC2=NNC(=O)C2)cc1	-1	-1	3	-6	-4	0.6	3.3	-1.0	-2.2
CC(=O)Oc1ccc(C(=O)Nc2ccccc2NC(=O)c2ccc(OC(C)=O)cc2)cc1	-3	2	4	11	-4	-2.9	-1.0	-0.8	0.5
CC(C)(C)n1nnnc1C(c1ccc(F)cc1)N1CCN(Cc2ccc3c(c2)OCO3)CC1 (stereo not drawn)	-9	-10	-2	-11	1	0.2	-1.7	-3.6	2.1
O=C(CN1C(=O)NC2(CCCC2)C1=O)OCc1ccccc1F	·	0	2	-7	-6	·	-2.8	-2.6	-0.5
O=C(N/N=C/c1cccnc1)c1ccc(NC(=O)c2ccc(F)cc2)cc1	-5	3	-4	3	5	-2.0	-0.1	-2.2	-1.4
O=C(Nc1ccc(S(=O)(=O)N2CCCCC2c2cccnc2)cc1)c1ccccc1F (stereo not drawn)	-6	0	0	-11	-3	-0.9	1.3	-4.7	5.5
Cc1ccc(NC2CCCN(C(=O)c3ccccc3N3CCOCC3)C2)cc1C (stereo not drawn)	0	-1	-2	8	9	0.3	2.3	0.4	-0.5
NC(=O)COC(=O)c1ccc(-c2ccc(O)cc2)cc1	1	3	8	-2	12	0.3	-2.6	-1.2	-2.1
O=C(COc1ccc(C(=S)N2CCOCC2)cc1Cl)Nc1ccccc1Cl	3	0	3	5	4	0.1	-3.1	0.4	·
CC(NC(=O)c1cc(S(=O)(=O)N(C)C)ccc1N1CCCC1)C1CC2CCC1C2 (stereo not drawn)	8	-2	-4	16	6	0.8	·	-0.1	·
c1ccc2c(c1)oc1c(NCC3CCCO3)ncnc12 (stereo not drawn)	2	0	13	-4	-14	0.1	-2.9	-1.8	2.4
CC(OC(=O)c1cccc(S(=O)(=O)N2CCCCC2)c1)C(=O)NC1CCCCC1C (stereo not drawn)	-1	-4	2	0	14	2.0	-2.1	-4.7	0.8
S=c1nc(NCc2cccc(Cl)c2)c2ccccc2[nH]1	-1	1	5	-1	-1	-2.6	-1.6	·	-0.2
COc1ccc(/C=C(\C#N)C(=O)N=CN(C)C)cc1	6	-1	-2	-2	10	-0.1	0.0	-0.1	·
C[C@H](CO)N1C[C@H](C)[C@@H](CN(C)S(C)(=O)=O)Oc2ccc(NC(=O)Cn3cnnn3)cc2C1=O	-5	-2	2	-9	6	-0.8	3.0	-1.4	0.6&1.5
CC1CC(C)(C)CC2(C1)NC(=O)N(CC(=O)N1CCN(S(=O)(=O)c3cccs3)CC1)C2=O (stereo not drawn)	-8	-1	-7	3	-3	0.3	1.0	-6.2	-0.1
Cc1nc2c(C(=O)NCc3ccccc3Cl)c[nH]n2c(=O)c1Cl	0	7	15	29	22	-0.1	2.7	0.4	·
O=C1CC2c3ccccc3C1C1C(=O)N(Cc3ccccc3)C(=O)C21 (stereo not drawn)	-1	1	-6	15	5	-0.4	3.6	-1.7	·
COc1ccccc1-c1cnn2c(N3CCOCC3)cc(C)nc12	38*	-4	-4	6	9	1.9	-0.2	-0.3	0.5
O=C(CCCCl)N1CCc2[nH]c3ccccc3c2C1	-18	3	-3	-5	4	-6.5	·	0.6	·
O=C(Cc1c[nH]c2ccccc12)NCc1ccc2c(c1)OCO2	-12	1	-7	7	6	-0.6	-2.9	-2.3	-0.3
Cc1ccc(C(=O)N2CCC(n3nccc3NC(=O)c3ccccc3C)CC2)cn1	13	2	-1	3	-6	-0.6	-1.0	-1.4	-0.3
Cc1ccnc(SCCn2c(N3CC(C)CC(C)C3)nc3c2c(=O)n(C)c(=O)n3C)n1 (stereo not drawn)	10	1	11	-6	-1	0.0	-1.3	-4.2	-0.5
COC(C[C@H](O)C[C@H](O)[C@H](C)OCc1ccccc1)OC	-3	2	3	-1	11	-0.5	-3.3	0.1	-1.0
COc1cc(CNc2nc3ccccc3n2C)cc(OC)c1OC	-2	1	-6	2	6	-0.3	1.5	-0.5	·

Whole records, quoted from the list. Screens in order: BoNT-F LC inh	Mtb FBA inh	PrPC TRFRET	CCHF vOTU inh	GDH-TPI inh	BoNT A protease	UGM FP inh	FadD28 binding	BioA inh
S=c1nc(NCc2cccc(Cl)c2)c2ccccc2[nH]1 reads -1	1	5	-1	-1	-2.6	-1.6	·	-0.2
c1ccc2c(c1)oc1c(NCC3CCCO3)ncnc12 (stereo not drawn) reads 2	0	13	-4	-14	0.1	-2.9	-1.8	2.4

Continuation.
SMILES	BoNT-F LC inh	Mtb FBA inh	PrPC TRFRET	CCHF vOTU inh	GDH-TPI inh	BoNT A protease	UGM FP inh	FadD28 binding	BioA inh
C=CCNC(=O)C1CCN(c2ccc(S(=O)(=O)N3CCOCC3)cc2Cl)CC1	1	1	11	20	1	-0.5	-0.1	-1.7	·
CN(C(=O)COC(=O)CCC1CCCCC1)c1c(N)n(Cc2ccccc2)c(=O)[nH]c1=O	1	-1	1	-7	5	0.9	-2.4	-1.7	1.5
COc1ccc(/C=C(/Sc2nnc(-c3ccc(Cl)cc3)o2)C(=O)O)cc1	1	-1	0	-7	-4	-0.9	0.3	-3.2	·
COc1cccc(C(O)c2nc(-c3cccc(NC(C)=O)c3)cs2)c1 (stereo not drawn)	-4	-2	7	-7	-1	0.3	·	-3.3	5.4
Cc1cn([C@H]2C[C@H](O)[C@@H](CNC(=O)[C@@H]3C[C@H](F)CN3)O2)c(=O)[nH]c1=O	-1	4	8	13	13	0.0	·	-0.4	-3.6
CC(NC(=O)C(=O)c1cn(CC(=O)N2CCCC2)c2ccccc12)c1ccccc1 (stereo not drawn)	1	-3	-1	2	10	-0.2	·	-3.5	0.2
CN(C)S(=O)(=O)N1CCC(Oc2ccc(C(=O)NCC(C)(C)CO)cc2)CC1	1	3	5	8	1	-1.3	0.8	-0.2	·
CCCCCn1c(=O)c(Cc2ccccc2)c(O)c2ccccc21	-2	14	-3	-7	9	-0.3	-0.6	2.0	·
COc1cc2sc3cc(NCc4ccc5c(c4)OCO5)ccc3c(=O)c2cc1OC	-10	18	39*	-23	20	2.8	-2.1	-13	-1.1
CCOc1cc(-c2noc(N)c2C#N)cc(OCC)c1OCC	8	-8	-3	12	8	0.4	-1.5	-3.1	-0.1
